S3 lipid droplet: qHTS Assay for Lipid Storage Modulators in Drosophila S3 Cells; Drosophila S3 cells, BODIPY lipid droplet fluorescence, 18-24 h; cells fed with added oleic acid; Potency in µM for hits, for the others lipid storage change, negative = inhibition, % at the top dose, mostly 46.1 µM; 0.64% of 320,000 active; active = well fitted inhibition curve with a large enough effect in the signal ratio, with a control signal flat, not every such curve was filed as active; inconclusive = small, poorly fitted or top-dose-only effect, or effect the other way, or a change in a side signal; the % refers to the signal ratio
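Drosophila S3 cells loaded with oleic acid (400 uM, as added) and compounds at several concentrations; lipid droplets imaged by 488-nm laser-scanning cytometry, 500–530 nm intensity and object ratio to cell channel. Percent activity normalized to 20 uM Triacsin C.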
S3 lipid droplet cell count max: also measured in S3 lipid droplet; calls as there; cell number change, %; measured here: cell count max response;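 cells counted by Cell Tracker Red CMTPX staining in the red channel; peak over a dose series mostly up to 46.1 µM; percent activity relative to internal control wells on each plate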
An asterisk follows results filed as active. % is scaled to controls: 0 for no effect and ±100 for the full control effect; potency is read from the fitted curve at half-maximal effect. An excerpt; count on the stated rates, not on these rows.

`Cc1ccccc1N1CC(O)(c2cccs2)[N+]2=C1CCCC2` (stereo not drawn) gave S3 lipid droplet 2% and S3 lipid droplet cell count max 26.
Screening CCCCNC(=O)COC(=O)CNC(=O)c1cc(Cl)cc([N+](=O)[O-])c1 returned S3 lipid droplet -17% and S3 lipid droplet cell count max -8.
`N#Cc1ccc(Oc2cccc(C(=O)O)c2)cc1C#N` gave S3 lipid droplet inconclusive.
O=C1Nc2cc(C(=O)NCCCN3CCCC3)ccc2S/C1=C\c1ccccc1 was read as S3 lipid droplet inactive and S3 lipid droplet cell count max -5.
`O=C(OCc1nc2ccccc2[n+]([O-])c1C(=O)c1ccccc1)c1cccnc1` gave S3 lipid droplet 0%.
`N/C(=N\OC(=O)c1ccccc1)c1ccccn1` gave S3 lipid droplet 11% and S3 lipid droplet cell count max 4.
COc1ccc(-n2ccc(=O)c(C(=O)O)n2)cc1 was read as S3 lipid droplet -1%.
Cc1cc(=O)[nH]c2c(C)cc(S(=O)(=O)N3CCCCC3)cc12 was read as S3 lipid droplet inactive and S3 lipid droplet cell count max 4.
CCN(CC(=O)Nc1cc(C)on1)CC(=O)Nc1ccccc1C(F)(F)F was read as S3 lipid droplet inconclusive.
Screening COc1ccc2c(CN3CCN(S(=O)(=O)c4cccs4)CC3)cc(=O)oc2c1 returned S3 lipid droplet 20% and S3 lipid droplet cell count max 0.
Screening Cc1ccc(CNc2ncccc2-c2nc3cc(Cl)ccc3o2)cc1 returned S3 lipid droplet inactive.
For Cc1c(C(=O)NCc2cccnc2)oc2ccc(S(=O)(=O)N3CCC4(CC3)OCCO4)cc12 the results were S3 lipid droplet inconclusive.
`CCC(Cc1ccccc1)NC(=O)C1CCCCC1` (stereo not drawn) gave S3 lipid droplet inactive and S3 lipid droplet cell count max 3.
`COc1ccc(NC(=O)CN(C)C(=O)CCCN2C(=O)c3cccc4cccc(c34)C2=O)cc1` gave S3 lipid droplet 14% and S3 lipid droplet cell count max -2.
`COC(=O)c1c(C)nc2nonc2c1N` gave S3 lipid droplet -19% and S3 lipid droplet cell count max 1.
Cc1ccc2c(CN3CCN(Cc4ccccc4)CC3)cc(=O)oc2c1 was read as S3 lipid droplet 15% and S3 lipid droplet cell count max 23.
Screening CC(C)(C)OC(=O)N1CCOCCOCCN(C(=O)OC(C)(C)C)CCOCCOCC1 returned S3 lipid droplet inconclusive.
COc1ccc(C(=O)N2CCN=C2SCc2cccnc2)c(OC)c1 was read as S3 lipid droplet inconclusive.
`CCOC(=O)N1CCN(C(=O)c2cnc3n(c2=O)CCS3)CC1` gave S3 lipid droplet -12% and S3 lipid droplet cell count max -28.
CC1(C)CC(NCCC(c2ccccc2)c2ccco2)CCO1 (stereo not drawn) was read as S3 lipid droplet inconclusive.
`CCNC(=O)c1ccc(C2SCC(=O)N2Cc2ccco2)cc1` (stereo not drawn) gave S3 lipid droplet inconclusive.
`COc1ccc(Cc2nn[nH]n2)cc1` gave S3 lipid droplet inconclusive.
`Cc1cccc(N2CCN(S(=O)(=O)c3ccc4c(c3)NC(=O)CO4)CC2)c1C` gave S3 lipid droplet inactive and S3 lipid droplet cell count max 3.
`O=C(CN1C(=O)C(c2ccccc2)Oc2cccnc21)NCc1ccccc1F` (stereo not drawn) gave S3 lipid droplet inactive and S3 lipid droplet cell count max 14.
For Cc1nc(SCCCSc2n[nH]c(C)n2)n[nH]1 the results were S3 lipid droplet 4% and S3 lipid droplet cell count max 7.
Cc1cc(C(=O)C(C)OC(=O)c2cnccn2)c(C)n1-c1ccccc1 (stereo not drawn) was read as S3 lipid droplet inconclusive.
For CCN1C(=O)N(CC)C2NC(=S)NC21 (stereo not drawn) the results were S3 lipid droplet -5% and S3 lipid droplet cell count max 12.
CC(=O)c1cccc(NC(=O)C(C)N2CCc3ccccc3C2)c1 (stereo not drawn) was read as S3 lipid droplet 19% and S3 lipid droplet cell count max 9.
Cc1nn(-c2ccccc2)c2c1C1(C(=O)N(C)c3ccccc31)N(c1ccccc1)C(=O)N2 (stereo not drawn) was read as S3 lipid droplet 1% and S3 lipid droplet cell count max -1.
`COc1ccc(NC(=O)C2CCN(C(=O)Nc3ccccc3)CC2)cc1S(=O)(=O)N(C)C` gave S3 lipid droplet inconclusive.
`O=C(COC(=O)COc1ccccc1[N+](=O)[O-])NC1CCCCC1` gave S3 lipid droplet inconclusive.
`CC(C)n1nnnc1-c1cc(Cl)cc(Cl)c1` gave S3 lipid droplet -16% and S3 lipid droplet cell count max 2.
For CC(=O)N1CCc2cc(S(=O)(=O)NC(CC(C)C)C(=O)Nc3cc(C(=O)O)ccc3C)ccc21 (stereo not drawn) the results were S3 lipid droplet inconclusive.
COc1ccc(-c2nn(-c3ccccc3C)cc2CNC(C)c2cn(C)nc2C)cc1F (stereo not drawn) was read as S3 lipid droplet inconclusive.
Screening CC(C)OC(=O)CCCN1C(=O)c2ccc(N)cc2C1=O returned S3 lipid droplet inconclusive.
Screening COc1cccc(-n2c(SCC(=O)N3CCc4ccccc43)nnc2-c2c[nH]c3ccccc23)c1 returned S3 lipid droplet inconclusive.
For COC(=O)CNC(=O)c1cc(-c2ccncc2)nc2ccc(C)cc12 the results were S3 lipid droplet inconclusive.
`O=C(CCN1C(=O)[C@@H]2Cc3ccccc3CN2C1=O)NCc1ccc(Cl)cc1` gave S3 lipid droplet inconclusive.
CC(NC(=O)CCN1N=C(c2ccccc2)CCC1=O)c1ccc2c(c1)OCCO2 (stereo not drawn) was read as S3 lipid droplet inconclusive.
`Cc1ccc(-c2nnc(SCC(=O)N/N=C/c3ccccc3C(=O)O)n2C2CCCCC2)cc1` gave S3 lipid droplet inconclusive.
For CCC(C)Cn1c(C(C)C)nc2ccccc21 (stereo not drawn) the results were S3 lipid droplet 4%.
For Cn1c(SCC(=O)Nc2cccnc2)nnc1-c1ccccc1F the results were S3 lipid droplet inconclusive.
O=C(CSc1ccc2nnc(-c3ccccn3)n2n1)Nc1ccc(F)cc1F was read as S3 lipid droplet -11% and S3 lipid droplet cell count max -4.
Screening O=[N+]([O-])c1cccc(-n2nncc2-c2ccccc2)c1 returned S3 lipid droplet inconclusive.
COc1ccc(Br)cc1S(=O)(=O)n1ccnc1C was read as S3 lipid droplet inactive and S3 lipid droplet cell count max -9.
`CCOc1c2ccc(C(=O)NCc3ccc4c(c3)OCO4)cc2nn1C` gave S3 lipid droplet inconclusive.
`Cc1n[nH]c(C)c1S(=O)(=O)N1CCCC(C(=O)NC2CCCc3ccccc32)C1` (stereo not drawn) gave S3 lipid droplet inconclusive.
CCN(CC)C(=O)Cn1cnc2sc(C(=O)Nc3cc(OC)c(OC)c(OC)c3)c(C)c2c1=O was read as S3 lipid droplet inconclusive.
Nc1cn(C2OC(CO)C(O)C2O)c(=O)[nH]c1=O (stereo not drawn) was read as S3 lipid droplet 25% and S3 lipid droplet cell count max 1.
For O=C(NCc1ccncc1)Nc1cccc([N+](=O)[O-])c1 the results were S3 lipid droplet 18% and S3 lipid droplet cell count max 2.
Screening COc1ccc(/C=N/NC(=O)c2nn(-c3ccccc3)c(=O)c3c(N)scc23)cc1 returned S3 lipid droplet -7% and S3 lipid droplet cell count max 9.
Cc1cccc(C)c1NC(=S)N1CCCN(Cc2ccc(F)cc2)C1 was read as S3 lipid droplet -3% and S3 lipid droplet cell count max -1.
COCCn1c(SCC(=O)NC2CCCC2)nnc1-c1ccco1 was read as S3 lipid droplet inconclusive.
Screening CC1(C)Cc2c(sc3c2c(=N)n(Cc2ccco2)c(=O)n3CC(=O)Nc2cccc(Cl)c2)CO1 returned S3 lipid droplet inconclusive.
CCn1ccc(C(=O)NCCCN2CCCC2=O)n1 was read as S3 lipid droplet -5% and S3 lipid droplet cell count max 21.
Screening CCCCn1nc2cc(C(=O)NCc3ccco3)ccc2c1OCC returned S3 lipid droplet -3% and S3 lipid droplet cell count max 1.
`CCOC(=O)c1c(C)n(C)c2cc(-c3cccc(C(F)(F)F)c3)c(O)cc12` gave S3 lipid droplet 1%.
`O=C(NC1CCC(C(=O)O)CC1)OCc1ccccc1` (stereo not drawn) gave S3 lipid droplet inconclusive.
`CCOc1ccc(S(=O)(=O)NCCCN2CCCC2=O)cc1` gave S3 lipid droplet inconclusive.
Screening Cc1ccc(C(=O)NCCc2c[nH]c3ccccc23)s1 returned S3 lipid droplet inconclusive.
For CC(C)COc1ccc(C(=O)OCCN2CCCCC2)cc1 the results were S3 lipid droplet 18% and S3 lipid droplet cell count max 22.
For Cc1cc(Br)cc(C)c1NC(=S)NC(=O)CC(C)C the results were S3 lipid droplet inconclusive.
For Cc1ccc(S(=O)(=O)N(C)CC(=O)N2CCN(c3ccccn3)CC2)cc1 the results were S3 lipid droplet inactive and S3 lipid droplet cell count max 17.
For COc1cccc(/C=C(/C(=O)OCC(=O)NC2CCCCCCC2)c2ccccc2)c1 the results were S3 lipid droplet inconclusive.
For CCCCCCC(=O)Nc1ccc(C(=O)N2CCCC2)cc1 the results were S3 lipid droplet inconclusive.
For CC(Oc1ccc(Cl)cc1Cl)C(=O)NN=C1CCN(C)CC1 (stereo not drawn) the results were S3 lipid droplet inconclusive.
Cc1ccccc1NC(=O)CCC(=O)N/N=C/c1c[nH]c2ccccc12 was read as S3 lipid droplet 1% and S3 lipid droplet cell count max 8.
Screening Cc1ccc(C(=O)N/C(=C/c2ccco2)C(=O)NC2CCS(=O)(=O)C2)cc1 (stereo not drawn) returned S3 lipid droplet 3% and S3 lipid droplet cell count max 23.
Screening CCC1Oc2ccc(C)cc2N(CC(=O)NCC2COc3ccccc3O2)C1=O (stereo not drawn) returned S3 lipid droplet inconclusive.
For COc1ccc2oc(=O)cc(C)c2c1 the results were S3 lipid droplet inconclusive.
Screening COc1ccccc1CNC(=O)CN(C)S(=O)(=O)c1ccc(Br)s1 returned S3 lipid droplet 12% and S3 lipid droplet cell count max -2.
O=C(c1ccc(C(=O)N2CCCCCC2)cc1)N1CCCCCC1 was read as S3 lipid droplet -6% and S3 lipid droplet cell count max 2.
Screening O=C(O)C1C2C=CC3(CN(c4cccc(C(F)(F)F)c4)C(=O)C13)O2 (stereo not drawn) returned S3 lipid droplet inconclusive.
For Cc1nc2ccc(C(=O)O)cc2[nH]1 the results were S3 lipid droplet inconclusive.
For COc1ccc(CN(C)CCc2ccccn2)c(OC)c1OC the results were S3 lipid droplet 4% and S3 lipid droplet cell count max 6.
Screening NNC(=O)CCc1c[nH]c2ccccc12 returned S3 lipid droplet inconclusive.
`COc1ccc(C(=O)NCC(c2ccco2)N2CCOCC2)cc1OC` (stereo not drawn) gave S3 lipid droplet inconclusive.
`Cc1cc(NCc2ccccc2)nc(N2CCOCC2)n1` gave S3 lipid droplet 10% and S3 lipid droplet cell count max 0.
For O=C(COC(=O)CNC(=O)C1CCCCC1)Nc1cc(C(F)(F)F)ccc1Cl the results were S3 lipid droplet inactive and S3 lipid droplet cell count max -5.
`N=C(c1cccc([N+](=O)[O-])c1)N1CCCCC1` gave S3 lipid droplet inconclusive.
Screening Cc1nn(-c2ccccc2)c(=S)n1-c1ccccc1 returned S3 lipid droplet 33µM* and S3 lipid droplet cell count max -7.5*.
CS(=O)(=O)Nc1ccc(C(=O)NCCSCc2c(F)cccc2Cl)cc1 was read as S3 lipid droplet -10% and S3 lipid droplet cell count max -11.
Screening COCCNC(=O)CSCc1c(F)cccc1Cl returned S3 lipid droplet inconclusive.
For COCCn1c(=NC(=O)CCS(=O)(=O)c2ccccc2)sc2c(OC)ccc(OC)c21 the results were S3 lipid droplet inconclusive.
`CN(CC(=O)Nc1ccc(F)cc1)C(=O)Cn1cnc2ccc(Cl)cc2c1=O` gave S3 lipid droplet inconclusive.
`COc1cccc(CNc2cc(CSc3ccc(Cl)cc3)nc(C)n2)c1` gave S3 lipid droplet inconclusive.
Screening O=C(CCl)N=c1sccn1Cc1ccc(Cl)cc1Cl returned S3 lipid droplet inconclusive.
`CCn1cc(C(=O)NCCC(=O)NC(C)C)c(=O)c2cc3c(cc21)OCO3` gave S3 lipid droplet inactive and S3 lipid droplet cell count max 3.
`Cc1ccc(SCCN2CCN(Cc3ccccc3)CC2)cc1` gave S3 lipid droplet inactive and S3 lipid droplet cell count max -18.

Compound activity deposited in PubChem BioAssay by National Center for Advancing Translational Sciences (NCATS).
